Bioassay records as filed in PubChem.
Menin-MLL TR inh: displaces Texas Red mutant MLL peptide from human menin; O00255; Menin + Texas Red MLL mutant peptide, fluorescence polarization; Potency, µM (titrated, usually from 61.6 µM), for inactives: at the highest dose FP activity change, negative = inhibition, hits mostly inhibitors; actives 0.23% (n = 270,000); AID 1768; active means well fitted inhibition curve with a large enough effect in the polarisation, with a control signal flat, not every such curve was filed as active; inconclusive means small, poorly fitted or top-dose-only effect, or effect the other way, or a change in a side signal; inactive means no such curve, though single readings can be large or run the other way; the % refers to the polarisation; further: potency means the concentration at half of the fitted maximal effect; % of control where 0% means no effect; many of its hits are not listed in these tables
Gal4-VP16 FLuc: Gal4-VP16 reporter inhibition counter-screen; Drosophila S2 Gal4-VP16 UAS-luciferase, luminescence, 20 h; Potency, µM (top dose mostly 53.6 µM), for inactives: top-dose activity, negative = inhibition, actives largely listed as inhibitors; actives 3.5% (n = 310,000);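 further: Gal4-VP16 expression switched on by copper sulfate through the metallothionein promoter; potency means the concentration at half of the fitted maximal effect; on the % scale 0 is the no-effect control and ±100 the full control effect; nearly all actives have a fitted effect of over 50% in size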
Rab9 prom act: activators of Rab9 promoter; Potency, µM (series often up to 9.22 µM), for inactives: at the highest dose activation, negative = inhibition, most hits filed as activators; Huh7 Rab9 promoter-luciferase reporter, luminescence, 24 h; actives 2.8% (n = 320,000); further: potency means the concentration at half of the fitted maximal effect; % of control where 0% means no effect; nearly all actives have a fitted effect of over 60% in size
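Huh7 reporter line, Rab9 promoter upstream of luciferase. Compound exposure 24 h at 37 °C in reduced-serum medium with 10% FBS. Read-out: luminescence.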
FLuc counter: firefly luciferase modulation, counter-screen for miR-21 project | P08659 | purified FLuc, Km substrates, luminescence inhibition | Potency, µM (highest dose often 57.5 µM), for the others: at the highest dose activity change, negative = inhibition, hits mostly inhibitors | actives 6.9% (n = 360,000);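 further: potency means the concentration at half of the fitted maximal effect; plate controls were vehicle for no effect and reference inhibitor for full effect; nearly all actives have a fitted effect of over 55% in size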
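Biochemical qHTS of compounds, final roughly 60 µM downward over six points, against 10 nM purified firefly luciferase using Km concentrations of substrates (10 uM D-luciferin, 10 uM ATP) in Tris acetate pH 7.5 buffer; luminescence output.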
RORg inh: ROR gamma (mouse) transcription inhibition | P51450 | Drosophila S2 Gal4-RORgamma UAS-luciferase reporter, 20 h | Potency, µM (doses to about 53.6 µM), without a hit: at the highest dose activity change, negative = inhibition, actives largely listed as inhibitors | actives 5.4% (n = 310,000); further: potency means the concentration at half of the fitted maximal effect; on the % scale 0 is the no-effect control and ±100 the full control effect; nearly all actives have a fitted effect of over 60% in size
Target sequence (P51450 whole entry, looked up, the tested form may be a part): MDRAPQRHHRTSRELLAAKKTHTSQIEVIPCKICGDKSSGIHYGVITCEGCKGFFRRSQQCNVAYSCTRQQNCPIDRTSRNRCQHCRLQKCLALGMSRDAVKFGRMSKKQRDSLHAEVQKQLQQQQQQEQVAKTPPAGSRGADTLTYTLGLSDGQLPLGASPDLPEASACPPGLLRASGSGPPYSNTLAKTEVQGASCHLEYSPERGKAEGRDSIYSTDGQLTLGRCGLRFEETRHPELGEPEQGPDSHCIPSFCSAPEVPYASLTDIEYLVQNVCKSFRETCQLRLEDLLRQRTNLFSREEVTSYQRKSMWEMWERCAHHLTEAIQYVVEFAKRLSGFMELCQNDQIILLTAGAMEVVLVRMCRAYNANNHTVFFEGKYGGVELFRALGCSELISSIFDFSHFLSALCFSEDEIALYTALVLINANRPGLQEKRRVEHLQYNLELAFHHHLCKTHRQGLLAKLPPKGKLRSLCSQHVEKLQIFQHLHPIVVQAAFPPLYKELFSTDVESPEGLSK
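Stable Schneider cell line, Gal4 DNA-binding domain fused to ROR gamma, UAS-luciferase. Cmpd 1 hr RT → CuSO4 700 uM final → 20 hr RT → luciferase reagent 10 min → luminescence.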
NPC1 prom act: NPC1 promoter activation | Huh7 NPC1 promoter luciferase reporter, 24 h | Potency, µM (titrated, usually from 9.22 µM), for inactives: at the top dose activation, hits mostly activators | actives 2.4% (n = 320,000) | AID 485313;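 further: potency means the concentration at half of the fitted maximal effect; % of control where 0% means no effect; nearly all actives have a fitted effect of over 60% in size; reporter is driven by a mutant NPC1 promoter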
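Luciferase expression driven by the NPC1 promoter was measured in stably transfected Huh7 cells after a 24 h compound incubation, using a luciferase reagent and a luminescence read.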
Mito fusion yeast: mitochondrial division inhibition or fusion activation | S. cerevisiae fusion-defective mutant growth rescue, CellTiterGlo 48 h | Potency, µM (series often up to 46.1 µM), for the others: top-dose growth rescue (activation), usual class: activators | actives 0.23% (n = 320,000) | AID 485298;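 further: potency means the concentration at half of the fitted maximal effect; % of control where 0% means no effect; nearly all actives have a fitted effect of over 45% in size; temperature-sensitive fusion mutants such as fzo1-1 at 37 °C on non-fermentable ethanol glycerol medium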
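S. cerevisiae fusion-defective temperature-sensitive mutants (e.g. fzo1-1, mgm1-5) grown 48 h at 37C in YPEG (ethanol/glycerol non-fermentable) medium with 23 nl compound per well; growth rescue read as CellTiterGlo luminescence.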
MBNL1-CUG inh: MBNL1-poly(CUG) RNA binding inhibition; actives 0.036% (n = 280,000); Potency, µM (series often up to 57.5 µM), for the others: at the top dose activity change, negative = inhibition, actives largely listed as inhibitors; AID 2675; TR-FRET MBNL1-His/biotin-(CUG)12 binding, 665/545 ratio; active means well fitted inhibition curve with a large enough effect in the signal ratio, with a control signal flat, not every such curve was filed as active; inconclusive means small, poorly fitted or top-dose-only effect, or effect the other way, or a change in a side signal; inactive means no such curve, though single readings can be large or run the other way; the % refers to the signal ratio; further: potency means the concentration at half of the fitted maximal effect; on the % scale 0 is the no-effect control and ±100 the full control effect
Target sequence (Q9NR56 whole entry, looked up): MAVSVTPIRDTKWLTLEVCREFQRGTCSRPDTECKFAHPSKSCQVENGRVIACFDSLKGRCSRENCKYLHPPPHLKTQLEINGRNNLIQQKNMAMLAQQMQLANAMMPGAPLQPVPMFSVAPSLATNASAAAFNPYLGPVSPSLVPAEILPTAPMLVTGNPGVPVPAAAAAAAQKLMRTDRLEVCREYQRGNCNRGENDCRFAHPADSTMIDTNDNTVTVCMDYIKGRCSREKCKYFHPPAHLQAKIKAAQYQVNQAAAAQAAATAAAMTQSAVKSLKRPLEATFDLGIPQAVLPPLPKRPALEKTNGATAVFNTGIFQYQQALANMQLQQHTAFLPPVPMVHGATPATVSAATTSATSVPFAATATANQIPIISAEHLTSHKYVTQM
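TR-FRET readout: Ex 340 nm, 665/545 nm emission ratio, normalized to buffer-only (basal) and MBNL1-(CUG)12 controls. Complex of MBNL1-His with Biotin-(CUG)12, compounds 92 nM–58 uM, incubated 60 min at room temperature.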
ELG1 repair inh: ELG1-dependent DNA repair inhibition | HEK293T ELG1-luciferase reporter, luminescence, 16 h; DNA damage induced by 5-fluorouridine | Potency, µM (titrated, usually from 46.1 µM), for the others: top-dose activity change, negative = inhibition, usual class: inhibitors | actives 2.3% (n = 330,000); further: potency means the concentration at half of the fitted maximal effect; on the % scale 0 is the no-effect control and ±100 the full control effect; nearly all actives have a fitted effect of over 55% in size
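HEK293T cells expressing luciferase-tagged ELG1 (2,000/well) received 5-Fluorouridine plus compound or DMSO for 16 hr at 37 °C. Luciferase was read by ONE-Glo luminescence after 30 min at room temperature.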
PKM2 act: increases activity of human pyruvate kinase M2; purified PKM2, Kinase-Glo ATP luminescence, activation; response scale: 0% is enzyme alone, no compound; Potency, µM (titrated, usually from 57.5 µM), inactives show top-dose activation, most hits filed as activators; actives 0.34% (n = 260,000); further: potency means the concentration at half of the fitted maximal effect; on the % scale 0 is the no-effect control and ±100 the full control effect; nearly all actives have a fitted effect of over 55% in size
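Purified hPK-M2 (>95%) run at intermediate activity with 0.1 mM ADP and 0.5 mM PEP in 50 mM imidazole pH 7.2, KCl, MgCl2; 1 h room temperature. ATP formed read by Kinase-Glo luminescence; normalized to uninhibited and no-enzyme controls.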
KCNH2 3.1 inh: inhibitors of human KCNH2 3.1 potassium channel isoform. U2OS KCNH2 3.1, thallium flux FluxOr; active compounds read low. activity change, % (tested at about 1.8 µM). actives 0.95% (n = 340,000);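 active means maximum activity change below -70%; inconclusive means maximum activity change from -70% to -50%; inactive means maximum activity change above -50%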;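 further: thallium influx rate constant from kinetic fluorescence after stimulation buffer; on the % scale 0 is the no-effect control and ±100 the full control effect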
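Measured as rate of thallium-driven FluxOr signal in transduced U2OS cells carrying the 3.1 channel, read kinetically for 2 min upon stimulation; values are rate constants scaled to DMSO control wells.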
Numbers without * were called inactive; ? = inconclusive; . = no result given; [ ] = dose if it differs, or a comment. Unless noted, the call rests on the fitted dose curve; in most records, active means well fitted curve in the direction sought with a large enough effect; inconclusive means small, poorly fitted or top-dose-only effect, or another doubt; inactive means no such curve, though single readings can be large; an effect the other way counts as inactive or inconclusive. This is a subset. The share of hits here may be higher or lower than overall.

SMILES	Menin-MLL TR inh	Gal4-VP16 FLuc	Rab9 prom act	FLuc counter	RORg inh	NPC1 prom act	Mito fusion yeast	MBNL1-CUG inh	ELG1 repair inh	PKM2 act	KCNH2 3.1 inh
COc1cccc(NC(=O)c2ccc(NCCCN3CC(C)CC(C)C3)c([N+](=O)[O-])c2)c1 (centres undefined)	-14%	-14%	0%	-1%	-6%	-4%	-1%	?	?	0%	-12
CC12CCC(C(=O)NCc3ccc4c(c3)OCO4)(OC1=O)C2(C)C (centres undefined)	-8%	-1%	-1%	4%	23%	-11%	0%	-1%	?	0%	0
CC(C)c1ccc(NC(=O)Cn2ncc3ccccc32)cc1	?	2%	?	11µM*	26%	0.89µM*	-3%	-2%	?	.	3
Cc1cc(C)c2cc(C#N)c(SCC(=O)NCc3ccco3)nc2c1	26%	?	2%	?	13µM*	9%	5%	?	-14%	14%	0
CC(NC(=O)COC(=O)c1cccs1)c1ccccc1 (centres undefined)	-7%	-11%	5%	2%	3%	0%	8%	-7%	4%	10%	-18
Cc1cc(NC(=O)c2noc3c2CCc2ccccc2-3)no1	9%	3%	?	-11%	-17%	27%	-3%	0%	?	-3%	-1
Cc1ccc(C)c(N(C)C(=O)c2cc3c(=O)[nH]c4ccc(C)cc4c3s2)c1	.	-1%	-2%	-1%	22%	-6%	15%	11%	-16%	8%	5
CC(=O)Nc1cccc(OCC(=O)Nc2sccc2C(N)=O)c1	.	3%	1.1µM*	8.5µM*	10%	2.5µM*	-1%	11%	?	0%	3
CC1CN(C(=O)CSc2nnc(NC(=O)NC(C)(C)C)s2)CC(C)O1 (centres undefined)	.	.	-4%	24µM*	.	-1%	-1%	.	15%	.	-4
COc1ccc2cc(CN(CC3CCCO3)C(=S)Nc3ccccc3)c(=O)[nH]c2c1 (centres undefined)	24%	-8%	-33%[inhibitor]	-5%	-4%	-24%	3%	-15%	8.2µM*	-7%	-3
Cc1ccc(NC(=O)C(=O)NCCCN2CC(C(=O)O)CC2=O)cc1 (centres undefined)	18%	-8%	-4%	?	-26%	0%	-1%	-2%	-4%	-8%	-28
C=C(C)CC(Nc1ccc(OC)cc1)c1ccco1 (centres undefined)	-11%	-8%	-3%	6%	19%	2%	-1%	4%	10%	-1%	2
Cc1cc(C(=O)NCC(C)C)c2ccccc2n1	.	5%	-5%	4%	12%	-4%	-3%	4%	0%	-1%	11
CCOC(=O)N1CCN(S(=O)(=O)c2ccc(C(=O)NNc3nc4cc(C)cc(C)c4s3)cc2)CC1	?	5µM*	-27%	1%	11µM*	-14%	-2%	64%[activator]	1%	0%	-8
CC(C)c1ccc(N2CCN(C(=O)c3ccccc3NC(=O)/C=C\C(=O)O)CC2)cc1	1%	?	0%	2%	-32%	0%	1%	-7%	-2%	3%	8
COc1ccc2cc(C(=O)C3CCCN(C(=O)c4csnn4)C3)ccc2c1 (centres undefined)	1%	-17%	-2%	?	-6%	-1%	7%	?	?	10%	0
CNC(=S)N(CCc1c(C)[nH]c2ccccc12)Cc1cc(OC)c(OC)c(OC)c1	9%	?	-6%	-20%	?	-10%	0%	22%	?	0%	9
N#C/C(=C\c1cc(Br)ccc1F)C(=O)NC1CC1	.	-1%	0%	0%	14%	2%	-3%	13%	?	9%	15
O=C(CN(CC1CCCO1)C(=O)CNS(=O)(=O)c1ccccc1)NCc1ccco1 (centres undefined)	-27%	-7%	-16%	1%	12%	3%	10%	-11%	6%	-3%	-11
c1ccc(CSc2ccc3nnc(-c4ccccn4)n3n2)cc1	?	12%	4%	0%	1%	0%	5%	9%	-4%	29%	-12
Cc1nc(N)c(C#N)c(-c2ccccc2Cl)c1C	6%	-7%	-4%	0%	-13%	2%	-5%	18%	?	1%	7
COc1ccccc1CCNC(=O)C(=O)NCC1OCCN1S(=O)(=O)c1ccc(Cl)cc1 (centres undefined)	2%	-4%	-1%	0%	11%	-3%	4%	12%	-16%	-1%	-16
N#C/C(C(=O)NCc1ccco1)=C1/SC(Cc2ccc(F)cc2)C(=O)N1c1ccccc1 (centres undefined)	-1%	-7%[0.365 µM]	-2%	3%	-28%	1%	1%	-1%	-5%	0%	9
Cc1ccc2c(c1)nnn2C1CCN(CC(=O)N2CCN(c3ccc(F)cc3)CC2)CC1	2%	7%	-2%	2%	45%	-4%	-1%	-4%	?	-1%	?
CN1C(=O)N(c2cccc3ccccc23)C(n2cncn2)C1(C)C (centres undefined)	0%	3%	-7%	-2%	-20%[10 µM]	5%	-1%	-6%	1%	-8%	4

New compounds follow
SMILES	Menin-MLL TR inh	Gal4-VP16 FLuc	Rab9 prom act	FLuc counter	RORg inh	NPC1 prom act	Mito fusion yeast	MBNL1-CUG inh	ELG1 repair inh	PKM2 act	KCNH2 3.1 inh
O=C(C1CCN(Cc2ccc(F)cc2)CC1)N1CCN(C/C=C/c2ccccc2)CC1	-18%	0%	4%	1%	1%	-7%	-7%	-13%	-23%	3%	-3
Cc1cc(Br)ccc1NC(=O)CNC(=O)c1ccc(-n2cncn2)c([N+](=O)[O-])c1	.	.	-2%	0%	.	-3%	0%	.	2%	.	-18
Cc1cc([N+](=O)[O-])nn1CC(=O)N/N=C/c1ccccc1Br	.	8%	0%	6%	21%	-2%	-3%	.	-3%	-2%	5
Cc1ccc(-c2nnc(SCC(=O)N3CCOCC3)nc2-c2ccc(C)cc2)cc1	5%	-2%	4%	5%	11%	4%	12%	?	?	-1%	-1
CCCN(CC(=O)Nc1ccc(F)c(F)c1F)C(=O)c1ccc2c(=O)n3c(nc2c1)CCC3	.	.	-4%	2%	.	-1%	0%	.	10%	.	-6
CC(=O)N1CCN(S(=O)(=O)c2cccc(C(=O)N(Cc3ccccc3)c3cccc(C)c3)c2)CC1	.	.	-6%	5%	.	-2%	-1%	.	?	.	-4
O=C(CCCN=C1NS(=O)(=O)c2ccccc21)OCc1ccc(F)cc1	.	.	-4%	-2%	.	0%	4%	.	-12%	.	-17
COC(CNC(=O)c1ccc2c(c1)ncn2C1CCCCCC1)OC	-13%	13%	-7%	-6%	10%	-4%	9%	-10%	2%	.	8
CCOc1ccc(CCNC(=O)c2cc(S(=O)(=O)N3CCOCC3)ccc2C)cc1OCC	.	.	-5%	0%	.	0%	-1%	.	7%	.	13
O=C(Nc1ccc(Oc2ccccc2)cc1)C1CCCN(c2ncccn2)C1 (centres undefined)	8%	-6%	5%	0%	-29%	1%	3%	0%	-8%	-6%	3
CC(C)(C)CN1CCN(CCCc2ccccc2)C(CCO)C1 (centres undefined)	0%	3%	4%	1%	-4%[1.91 µM]	0%	2%	2%	-10%	1%	6
COC(=O)C1CCN(C2CC(=O)N(c3cc(C)cc(C)c3)C2=O)CC1 (centres undefined)	-27%	3%	-1%	0%	23%	-1%	-5%	-3%	8%	-20%	7
CC(=O)N[C@@H](Cc1ccc(O)cc1)CN1C(N)=NC[C@@H]1CC(C)C	4%	3%	1%	0%	0%	2%	-3%	-5%	0%	2%	3
CCN(CC)CCN(C(=O)c1ccc2ccccc2c1)c1nc2ccc(F)cc2s1	-23%	3%	-4%	4%	-10%	5%	22%	-1%	18%	1%	-15
O=C(c1ccc(Cl)c(S(=O)(=O)N2CCCCC2)c1)N1CCCCC1	?	22%	-1%	4%	-12%	-2%	0%	-2%	-9%	-1%	-1
COC(=O)Nc1ccc(S(=O)(=O)N2CCC(C)CC2)cc1	-10%	-4%	2%	2%	10%	-2%	3%	-3%	-2%	-1%	15
CN(C(=O)COC(=O)CNC(=O)c1cccs1)c1c(N)n(Cc2ccccc2)c(=O)[nH]c1=O	.	.	-4%	7%	.	-1%	0%	.	16%	.	1
CCn1c(/N=C/c2c[nH]c3ccccc23)nc2ccccc21	32%[activator]	2%	-3%	0.54µM*	9%	0%	0%	10%	2%	-4%	.

An excerpt from above in order of the RORg inh value, high to low.
SMILES	RORg inh
COC(=O)C1CCN(C2CC(=O)N(c3cc(C)cc(C)c3)C2=O)CC1 (centres undefined)	23%
O=C(C1CCN(Cc2ccc(F)cc2)CC1)N1CCN(C/C=C/c2ccccc2)CC1	1%
CCN(CC)CCN(C(=O)c1ccc2ccccc2c1)c1nc2ccc(F)cc2s1	-10%
